Screening data as filed in PubChem.
CRE-bla Fsk: modulators of forskolin-stimulated CRE signaling in CHO cells | CHO CRE-bla reporter (cAMP response element driving beta-lactamase), forskolin EC10, beta-lactamase ratio | AID 662 | Potency, µM (highest dose often 38.2 µM), inactives show at the highest dose activity change, negative = inhibition, most hits filed as activators | actives 2.5% (n = 71,000); active means well fitted activation curve with a large enough effect in the signal ratio, with a control signal flat, not every such curve was filed as active; inconclusive means small, poorly fitted or top-dose-only effect, or effect the other way, or a change in a side signal; the % refers to the signal ratio; further: potency means the concentration at half of the fitted maximal effect; % of control where 0% means no effect
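Reporter-gene assay: CHO cells with beta-lactamase behind cAMP responsive elements, co-treated with compound and EC10 NKH 477 for 3 hours at 37 degrees Celsius. Activity came from the 460/530 nm CCF4 emission ratio.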
HBB splice mod: hemoglobin beta splicing modulation; HBB splicing reporter cell assay, activation; EGFP reporter with mutant IVS2-654 intron; response scale: normalised to 500 nM splice-correcting PNA; Potency, µM (titrated, usually from 46.1 µM), for the others: top-dose activation, hits mostly activators; actives 0.06% (n = 65,000); further: potency means the concentration at half of the fitted maximal effect; 0% is about no effect
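HeLa cells stably expressing EGFP interrupted by mutant beta-globin intron 2 (IVS2-654), 500/well in 2% FCS. Treated with compound for 2 days at 37C. Splicing correction scored as total well GFP intensity (488 nm excitation, 500-520 nm emission); 500 nM antisense PNA served as control.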
Rhodamine autofl: rhodamine region autofluorescence; max dye-equivalent concentration, M; Rhodamine-region fluorescence, 547/598 nm, Tris buffer; hits give high values; actives 0.05% (n = 59,000); AID 594; in the data active means max dye-equivalent concentration above about 11 nM; inconclusive means between about 1.1 nM and that limit
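A six-point rhodamine series on each plate calibrates the signal. Compounds sit in 100 mM Tris (pH 8.0) for 15 min at ambient temperature before imaging through 547 nm/598 nm filters.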
HADH2 inhib: inhibitors of human HADH2 dehydrogenase; Potency, µM (highest dose often 57.1 µM), for inactives: top-dose activity change, negative = inhibition, usual class: inhibitors; recombinant HADH2, NADH fluorescence, beta-hydroxybutyryl-CoA; actives 3.4% (n = 73,000); further: potency means the concentration at half of the fitted maximal effect; on the % scale 0 is the no-effect control and ±100 the full control effect; nearly all actives have a fitted effect of over 60% in size; many of its hits are not listed in these tables
Target sequence (Q99714 whole entry, looked up, one chain of several): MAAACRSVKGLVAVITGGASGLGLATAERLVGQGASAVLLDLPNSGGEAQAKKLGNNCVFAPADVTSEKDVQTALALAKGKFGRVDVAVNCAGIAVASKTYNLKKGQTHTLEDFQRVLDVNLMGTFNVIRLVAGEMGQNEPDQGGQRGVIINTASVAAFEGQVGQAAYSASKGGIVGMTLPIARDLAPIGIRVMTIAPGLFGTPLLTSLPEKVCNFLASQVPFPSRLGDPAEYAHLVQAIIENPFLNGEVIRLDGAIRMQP
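His-tagged recombinant enzyme from E. coli, 20 nM, preincubated 15 min RT with compound; reaction started with 1 mM NAD+ and 90 uM beta-hydroxybutyryl-CoA in 100 mM Tris-HCl pH 9.0. NADH fluorescence (ex 360/em 450) read over 4 min; last-minus-first difference.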
15-hLO inh: blocks human 15-lipoxygenase activity. purified 15hLO-1, xylenol orange hydroperoxide absorbance. actives 1.4% (n = 74,000). AID 887. Potency, µM (top dose mostly 57.1 µM), without a hit: at the top dose activity change, negative = inhibition, actives largely listed as inhibitors; further: potency means the concentration at half of the fitted maximal effect; on the % scale 0 is the no-effect control and ±100 the full control effect; nearly all actives have a fitted effect of over 55% in size
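Readout: Fe(III)-xylenol orange absorbance, 573-to-405 nm ratio as reaction progress. Enzyme 40 nM purified human 15hLO-1, substrate 50 uM arachidonic acid, 6 min RT after 15 min compound preincubation; Hepes pH 7.5 buffer with Triton X-100.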
ERK AVP inh: vasopressin-driven ERK pathway inhibition | Potency, µM (highest dose often 57.5 µM), for the others: top-dose activity, negative = inhibition, usual class: inhibitors | HEK293-V1b, vasopressin-stimulated pERK AlphaScreen | actives 0.99% (n = 72,000) | AID 995; further: potency means the concentration at half of the fitted maximal effect; on the % scale 0 is the no-effect control and ±100 the full control effect; nearly all actives have a fitted effect of over 55% in size
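Phosphorylated ERK1/2 detected via AlphaScreen bead proximity in lysates of V1b-expressing HEK293 cells given 25 nM vasopressin for 5 min after 30 min compound exposure (37 °C). AC50 from Hill equation; basal DMSO 0%, vasopressin 100%.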
DNA Pol III inh: DNA polymerase III holoenzyme inhibition; reconstituted DNA polymerase III holoenzyme replication, biochemical; Potency, µM (series often up to 57.1 µM), for inactives: at the highest dose activity change, negative = inhibition; actives 0.25% (n = 71,000); further: potency means the concentration at half of the fitted maximal effect; on the % scale 0 is the no-effect control and ±100 the full control effect
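Reconstituted *E. coli* holoenzyme (0.35 nM Pol III, 1 nM beta, 154 nM SSB, 2 nM primase) was preincubated with compound for 15 min at RT. Synthesis on 1.4 nM ssM13Gori ran 35 min, then was stopped with PicoGreen/EDTA and read as dsDNA fluorescence.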
Tau fil binding: tau filament binding | recombinant tau filaments, thioflavin S fluorescence, 15 h; filaments grown with octadecylsulfate alongside compound | AID 596 | actives 2% (n = 71,000) | P10636 | Potency, µM (doses to about 57.1 µM), for the others: top-dose activity change, negative = inhibition;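 further: potency means the concentration at half of the fitted maximal effect; on the % scale 0 is the no-effect control and ±100 the full control effect; actives lower thioflavin S fluorescence by blocking filaments or displacing dye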
Target sequence (P10636 whole entry, looked up): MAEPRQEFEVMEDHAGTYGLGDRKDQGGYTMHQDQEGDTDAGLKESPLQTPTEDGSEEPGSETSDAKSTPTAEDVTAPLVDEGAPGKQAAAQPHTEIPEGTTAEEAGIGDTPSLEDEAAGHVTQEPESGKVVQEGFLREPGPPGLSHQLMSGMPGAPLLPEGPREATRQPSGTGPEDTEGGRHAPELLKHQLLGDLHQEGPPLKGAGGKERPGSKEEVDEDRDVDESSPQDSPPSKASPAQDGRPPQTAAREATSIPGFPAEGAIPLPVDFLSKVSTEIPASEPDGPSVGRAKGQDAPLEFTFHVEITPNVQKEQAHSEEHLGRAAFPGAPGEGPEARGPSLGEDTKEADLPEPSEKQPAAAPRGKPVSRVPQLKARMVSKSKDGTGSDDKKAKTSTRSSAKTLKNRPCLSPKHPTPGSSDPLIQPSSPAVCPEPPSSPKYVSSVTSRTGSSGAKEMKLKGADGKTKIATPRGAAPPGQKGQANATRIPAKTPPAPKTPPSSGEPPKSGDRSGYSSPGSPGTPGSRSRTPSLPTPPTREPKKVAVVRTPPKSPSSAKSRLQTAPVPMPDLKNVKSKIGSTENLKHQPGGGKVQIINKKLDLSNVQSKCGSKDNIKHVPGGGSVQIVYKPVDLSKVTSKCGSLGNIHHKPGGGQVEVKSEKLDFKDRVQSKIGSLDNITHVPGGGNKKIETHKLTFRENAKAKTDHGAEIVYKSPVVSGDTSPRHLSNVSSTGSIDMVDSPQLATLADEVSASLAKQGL
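Read-out: ThS fluorescence, 450 nm excitation/510 nm emission; lower signal marks blocked filament formation or displaced dye. Tau at 1 uM with 30 uM ODS, 10 uM ThS, 5 mM DTT, 100 mM NaCl, 10 mM HEPES pH 7.4; 15 h, 37 C.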
Texas Red fluor: compounds fluorescent in Texas Red spectral region. Compound fluorescence, Texas Red channel, 547/618 nm; hits give high values. max dye-equivalent concentration, M. actives 0.06% (n = 59,000). AID 587; in the data active means max dye-equivalent concentration above about 10 nM; inconclusive means between about 1.1 nM and that limit
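Compound titrations in 100 mM Tris pH 8.0 were incubated 15 min at room temperature and read at 547 nm excitation / 618 nm emission. Texas Red six-point standard curve on each plate converted fluorescence to dye-equivalent concentration.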
FLuc inh: firefly luciferase inhibition; P08659; purified firefly luciferase, luminescence, 8 min; Potency, µM (highest dose often 57.1 µM), for inactives: at the highest dose activity change, negative = inhibition, hits mostly inhibitors; actives 2.2% (n = 72,000); AID 411; further: potency means the concentration at half of the fitted maximal effect; on the % scale 0 is the no-effect control and ±100 the full control effect; nearly all actives have a fitted effect of over 40% in size
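qHTS concentration-response profiling: light output of P. pyralis luciferase with luciferin and 10 uM ATP, imidazole buffer pH 7.2. Read by luminescence after 8-min room-temperature incubation.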
Hsp90 Hop PPI: changes Hsp90-Hop TPR2A binding signal, up or down | AlphaScreen TPR2A-His6 binding biotin-Hsp90 C-terminal peptide | Potency, µM (doses to about 57 µM), for inactives: at the top dose activity change, negative = inhibition | actives 0.44% (n = 71,000); active means well fitted curve in either direction with a large enough effect; inconclusive means small, poorly fitted or top-dose-only effect, or another doubt; further: potency means the concentration at half of the fitted maximal effect; on the % scale 0 is the no-effect control and ±100 the full control effect; many of its hits are not listed in these tables
Numbers without * were called inactive; i = inactive; ? = inconclusive; . = no result given; [ ] = another dose, or the depositor's remark. Unless noted, the call rests on the fitted dose curve; in most records, active means well fitted curve in the direction sought with a large enough effect; inconclusive means small, poorly fitted or top-dose-only effect, or another doubt; inactive means no such curve, though single readings can be large; an effect the other way counts as inactive or inconclusive. The list is partial. The share of hits here may be higher or lower than overall.

No. | SMILES | CRE-bla Fsk | HBB splice mod | Rhodamine autofl | HADH2 inhib | 15-hLO inh | ERK AVP inh | DNA Pol III inh | Tau fil binding | Texas Red fluor | FLuc inh | Hsp90 Hop PPI
1 | O=C(c1ccco1)N1CCN(c2ccc(Cl)cc2)CC1 | -1% | -1.9% | i | -7% | -2% | -1% | 2% | 6% | i | -3% | -1%
2 | CCCCCCc1nnc(NC(=O)OCC)s1 | 7% | -3.3% | . | 1% | 1% | -14% | 0% | 15% | . | -4% | 1%
3 | COc1ccc(NCCNc2ccc(OC)cc2)cc1 | -2% | 0.0%[9.22 µM] | . | 2% | -1% | -29% | -1% | -5% | . | 0% | -9%
4 | CCn1c(SCC(=O)Nc2nc(C)cs2)nnc1-c1ccco1 | -2% | -0.5% | i | 1% | -2% | ? | 0% | 11% | ? | -1% | 1%
5 | O=C(c1ccccc1)c1ccncc1 | -18% | -0.4% | i | 5% | 14% | -11% | -9% | 2% | i | 1% | 0%
6 | COC(=O)c1c(NC(=O)c2nc3ccccc3s2)sc2c1CCN(C(C)=O)C2 | 3.2µM* | 0.6% | . | 5% | -1% | . | -4% | ? | . | -3% | 1%
7 | NC(=O)c1ccccc1N/C=C/C(=O)c1ccco1 | 3% | 4.9% | i | -15% | -29% | -23% | -8% | 2% | i | 10µM* | -6%
8 | CCOc1ccc(N2Cc3ncccc3C2=O)cc1 | -13% | 0.9% | i | 17% | 0% | -7% | 1% | 0% | i | -29% | -4%
9 | COc1cc2cc(C(c3nnnn3C(C)(C)C)N3CCc4ccccc4C3)c(=O)[nH]c2cc1OC (stereo not given) | ? | . | i | -95% | -14% | 8% | -1% | 7% | i | 1% | -3%
10 | Cn1cccc1C(=O)NC(=O)COC(=O)Cc1coc2ccc3ccccc3c12 | -9% | -0.4%[57.5 µM] | i | ? | ? | -8% | 8% | 156% | i | -2% | -10%
11 | CCOc1cccc(N2C(=O)CC(NCc3ccc(S(N)(=O)=O)cc3)C2=O)c1 (stereo not given) | 3% | 1.9% | . | -8% | -4% | -9% | 0% | 12% | . | 3% | -1%
12 | Cc1c(Cl)cccc1NC(=O)CCN1CCCC(C)C1 (stereo not given) | 13% | . | i | 12% | 13% | 3% | -3% | -3% | i | 1% | -3%
13 | O=c1[nH]c2ccc(S(=O)(=O)N3CCN(c4ccccc4F)CC3)cc2s1 | -13% | -0.8% | i | -7% | -18% | 15% | 5% | -6% | i | 1% | -6%
14 | CC(C)c1ccc(NS(=O)(=O)c2ccc3[nH]cc(C(=O)N4CCC(C(N)=O)CC4)c(=O)c3c2)cc1 | -7% | -0.6% | i | 19% | -12% | 25% | -14% | 6% | i | 1% | -2%
15 | Cc1cc(C)c2nc(SCC#N)cc(C)c2c1 | ? | -0.2%[57.5 µM] | i | -6% | -6% | 6% | 4% | 47% | ? | 0% | 26%
16 | Cc1cc(C)nc(N2CCC(C(=O)NCCc3ccccc3)CC2)n1 | -6% | -0.1%[57.5 µM] | i | 5% | 4% | -4% | -2% | 0% | i | 3% | -1%
17 | Cc1ccc(C)c2[nH]c(=O)c(CCNC(=O)CC(C)(C)C)cc12 | ? | -0.9% | . | 8% | -9% | . | -4% | -1% | . | 6% | 0%
18 | Cc1noc(C)c1COC(=O)CCCc1c[nH]c2ccccc12 | -6% | 0.0%[57.5 µM] | i | 0% | 0% | 7% | -2% | -22% | ? | 0% | -1%
19 | Cc1ccsc1CN1CCN(c2ccccn2)CC1 | ? | -0.8%[0.0738 µM] | . | 11%[11.4 µM] | -10%[11.4 µM] | 2% | 1%[11.4 µM] | 4%[11.4 µM] | . | -2% | -4%[11 µM]
20 | COc1ccc2[nH]c(=O)c(CN(C)C(=O)C3CCCCC3)cc2c1 | 23% | 3.0%[0.369 µM] | i | 10% | 3% | 9% | -8% | -8% | ? | 3% | -1%
21 | CN(Cc1ccccc1)S(=O)(=O)c1ccc(S(=O)(=O)N2CCN(CCC#N)CC2)cc1 | -1% | 0.2% | . | 2% | 0% | 3% | -1% | 29% | . | 0% | 0%
22 | O=C(Oc1nsnc1N1CCOCC1)N1CCOCC1 | 11% | 2.7%[57.5 µM] | i | -18% | -15% | -16% | ? | -6% | i | 2% | ?
23 | O=C1c2ccccc2C(=O)N1Cc1ccc2c(c1)OCO2 | 0% | -0.8% | i | -11% | -1% | 9% | -3% | -10% | ? | 0% | 8%
24 | CC1(C)Cc2c(c(-c3ccccc3)[nH]c(=O)c2C#N)CO1 | ? | 2.6%[57.5 µM] | i | -15% | 11% | -25% | -4% | -3% | i | -5% | 0%
25 | CCNc1c(N)c(=O)oc2ccccc12 | 20% | . | i | -13% | -40% | -1% | -6% | -12% | i | -1% | ?

Quoted at random: 2 compounds from above, in no set order.
No. | SMILES | CRE-bla Fsk | HBB splice mod | Rhodamine autofl | HADH2 inhib | 15-hLO inh | ERK AVP inh | DNA Pol III inh | Tau fil binding | Texas Red fluor | FLuc inh | Hsp90 Hop PPI
3 | COc1ccc(NCCNc2ccc(OC)cc2)cc1 | -2% | 0.0%[9.22 µM] | . | 2% | -1% | -29% | -1% | -5% | . | 0% | -9%
21 | CN(Cc1ccccc1)S(=O)(=O)c1ccc(S(=O)(=O)N2CCN(CCC#N)CC2)cc1 | -1% | 0.2% | . | 2% | 0% | 3% | -1% | 29% | . | 0% | 0%

The list goes on:
No. | SMILES | CRE-bla Fsk | HBB splice mod | Rhodamine autofl | HADH2 inhib | 15-hLO inh | ERK AVP inh | DNA Pol III inh | Tau fil binding | Texas Red fluor | FLuc inh | Hsp90 Hop PPI
26 | OC/C(Br)=C(\Br)CO | -9% | 0.6% | . | -4% | 5% | 12% | -1% | 10% | . | . | 0%
27 | C[C@H]1CC[C@H]2C(=O)N[C@H](Cc3ccccc3)C(=O)N2[C@@H]1c1ccccc1 | . | 1.2%[9.22 µM] | . | -7%[11.4 µM] | 2%[11.4 µM] | 7%[11.5 µM] | . | . | . | 0%[11.4 µM] | .
28 | COc1ccccc1N1CCN(C(=O)c2ccccc2Oc2ccccc2)CC1 | ? | 0.8%[0.369 µM] | i | 11% | -22% | -19% | -14% | -15% | i | -2% | -5%
29 | O=C(Nc1ccc(F)cc1)N1CCOCC1 | 0% | . | i | 10% | 3% | 11% | -6% | -6% | i | -1% | -4%
30 | Cc1occc1-c1nnc(SCC(=O)N2CCCc3ccccc32)n1Cc1ccco1 | -10% | -5.7% | i | -5% | -25% | -3% | -5% | 14% | i | -2% | -6%
31 | CC(N)CN (stereo not given) | -7% | -0.1% | . | -7% | -1% | 12% | 1% | 6% | . | . | -1%
32 | Cn1cc(S(=O)(=O)N2CCN(C(=O)c3ccco3)CC2)c(=O)n(C)c1=O | 7% | 0.6% | . | -9% | -5% | . | -2% | -12% | . | 4% | 0%
33 | COc1cc2c(C#N)c(N3CCCCC3)nc(N)c2c(N)n1 | ? | -0.9% | i | 25µM* | -1% | ? | -3% | 15% | i | 20µM* | -27%
34 | Cc1cc(C)n(-c2nc(C)nc3sc4c(c23)CCC(C)C4)n1 (stereo not given) | 11% | 0.0% | i | -15% | 4% | 5% | 1% | -2% | i | 0% | 3%
35 | O=C(O)c1cccc(N2C(=O)CCC2=O)c1 | ? | 0.9% | i | ? | 5% | -10% | 2% | -4% | i | 3% | -2%
36 | Nc1ccn([C@@H]2O[C@H](COC(=O)C34CC5CC(CC(C5)C3)C4)[C@@H](O)[C@@H]2O)c(=O)n1 | 22%[7.6 µM] | 3.3%[9.22 µM] | i | 2%[11.4 µM] | 4%[11.4 µM] | -2%[11.5 µM] | -12%[11.4 µM] | 2%[11.4 µM] | i | 3%[11.4 µM] | -9%[11 µM]
37 | O=C(CSc1nnc(-c2ccccn2)n1Cc1ccccc1)NC1CCCC1 | -3% | 0.1%[57.5 µM] | i | 20% | 11% | -2% | 2% | 8% | i | 2% | -3%
38 | O=S(=O)(Nc1nccs1)c1ccc(NS(=O)(=O)c2cccs2)cc1 | ? | 0.7% | i | -10% | 2% | -9% | -10% | -5% | i | 0% | -3%
39 | CCN(CC)C(=O)CSc1nnc(CCNC(=O)OC(C)(C)C)o1 | 4% | 1.5%[57.5 µM] | i | 5% | 5% | -4% | -4% | -2% | i | 0% | -2%
40 | COc1cc2c(cc1OC)C(c1ccc(N)cc1)=NNC(=O)C2 | ? | . | . | 5% | -24%[25.6 µM] | ? | -2% | -7% | . | 1% | -1%
